Screens (PubChem BioAssay)
BCLXL inh – inhibitors of human Bcl-xL; Q07817; inhibition, % at 10.9 µM; GST-Bcl-xL / FITC-Bim BH3 peptide fluorescence polarization; 320,000 compounds, 0.7% hits; AID 2129;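 active = inhibition above the mean of all tested compounds plus 3 SD, cutoff set per campaign, cut at about 30% in these data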;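 note: 0% = DMSO wells and 100% = unlabeled Bim-BH3 peptide competitor; inhibitors lower millipolarization by displacing the labeled peptide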
EBNA-1 inh – blocks EBNA-1 binding to DNA; AID 1950; 300,000 compounds, 0.34% hits; inhibition, % at 14.8 µM; EBNA-1 DNA binding, fluorescence polarization; in the data active = inhibition above about 28%
MEX-5 binding – C. elegans MEX-5 TCR-2 RNA binding activity; MEX-5/FITC-TCR2 RNA binding, fluorescence polarization; stronger effect = lower value; activity score (negative = inhibition of binding), % at 10 µM; 300,000 compounds, 0.38% hits;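 active = inhibition past about -25% in most replicates, and total fluorescence under double the plate's negative control median, limit read from the data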;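 note: 0% = DMSO and -100% = 5 µM competing unlabeled TCR2 RNA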
Fam108B inh – blocks mouse Fam108B hydrolase in RBBP9 counter-screen; recombinant Fam108B, FP-Rh probe fluorescence polarization; inhibition, % at 9.51 µM; 300,000 compounds, 0.33% hits;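 active = inhibition above the screen mean inhibition plus 3 SD, computed separately per campaign, cut at about 18% in these data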;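 note: inhibitors lower polarization as less probe binds the enzyme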
CR mimetic SO – caloric restriction mimetics inhibiting age-related superoxide in yeast; S. cerevisiae aged cells, superoxide DHE fluorescence; stronger effect = lower value; superoxide response (% of plate mean), % at 10 µM; 330,000 compounds, 0.18% hits; AID 2690;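 active = superoxide response under a set limit, about three screen SD below normal, cut at about 65% in these data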;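 note: yeast aged for seven days with compound at 30 °C before DHE staining; 100% = average MFI of all compound-treated wells on the plate with controls excluded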
GLD-1 TGE inh – GLD-1-TGE RNA interaction inhibition (C. elegans) | purified GLD-1 + fluorescein TGE RNA, fluorescence polarization | inhibition, % at 5.96 µM | 320,000 compounds, 0.44% hits;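 active = percent inhibition above a per-plate cutoff, the plate mean of test compounds plus 3 SD, cut at about 30% in these data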;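 note: 0% = DMSO wells with GLD-1 and probe and 100% = wells lacking GLD-1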
Target sequence (Q17339 whole entry, looked up): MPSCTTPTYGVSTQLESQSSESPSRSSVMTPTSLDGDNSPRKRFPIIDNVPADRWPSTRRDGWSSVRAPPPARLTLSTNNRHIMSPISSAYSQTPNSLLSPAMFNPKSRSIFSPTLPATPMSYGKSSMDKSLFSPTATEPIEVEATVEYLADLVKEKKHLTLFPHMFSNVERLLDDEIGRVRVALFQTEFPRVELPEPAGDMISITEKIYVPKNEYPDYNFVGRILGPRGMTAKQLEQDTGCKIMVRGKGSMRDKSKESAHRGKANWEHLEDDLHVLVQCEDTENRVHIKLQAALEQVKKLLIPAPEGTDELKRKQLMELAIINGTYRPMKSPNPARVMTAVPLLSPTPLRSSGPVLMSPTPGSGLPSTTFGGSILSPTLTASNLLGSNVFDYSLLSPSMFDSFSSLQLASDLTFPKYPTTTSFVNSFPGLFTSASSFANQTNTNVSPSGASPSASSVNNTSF
MCL1-BIM inh – disrupts human MCL1 binding to BIM-BH3 peptide; GST-MCL1 / FITC-Bim-BH3 fluorescence polarization; inhibition, % at 10.9 µM; 320,000 compounds, 0.68% hits;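 active = inhibition above the mean inhibition of all tested compounds plus 3 SD, set per campaign, cut at about 40% in these data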;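 note: 0% = DMSO wells and 100% = unlabeled Bim-BH3 peptide control; higher means more loss of mP so more displacement of Bim peptide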
Target sequence (Q07820 whole entry, looked up): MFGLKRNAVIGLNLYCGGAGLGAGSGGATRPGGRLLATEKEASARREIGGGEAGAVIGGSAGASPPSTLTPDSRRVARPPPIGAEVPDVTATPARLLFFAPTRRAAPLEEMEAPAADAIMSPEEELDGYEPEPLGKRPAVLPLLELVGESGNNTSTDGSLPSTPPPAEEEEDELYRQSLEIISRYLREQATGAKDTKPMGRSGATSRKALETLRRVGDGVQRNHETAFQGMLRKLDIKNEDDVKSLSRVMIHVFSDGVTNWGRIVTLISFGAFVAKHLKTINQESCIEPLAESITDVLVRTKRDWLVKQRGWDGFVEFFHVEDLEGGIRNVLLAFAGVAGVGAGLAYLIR
ZTA counter – counter-screen for EBNA-1 inhibitors: inhibitors of Epstein-Barr virus ZTA. P03206. ZTA-DNA binding, fluorescence polarization. inhibition, % at 11 µM. 320,000 compounds, 0.15% hits. AID 2234; in the data active = inhibition above about 33%
Efflux pump inh – blocks antifungal efflux pumps in multiplex yeast assay. S. cerevisiae Candida pump triplex, Nile Red efflux. inhibition, % at 10 µM. 330,000 compounds, 0.44% hits;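 active = plate passing quality check with inhibition over a set limit, or well fluorescence over plate mean plus 4 SD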;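 note: Nile Red retained in pooled yeast measured as flow cytometry median fluorescence; 0% = buffer negative control and 100% = Enniatin B positive control; higher means more Nile Red kept so more efflux inhibition; some compounds called inactive have numbers as strong as hits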
* marks the source's active call; other numbers are inactive results; . = not tested or not shown.

mol,GLD-1 TGE inh,MCL1-BIM inh,BCLXL inh,CR mimetic SO,MEX-5 binding,Efflux pump inh,Fam108B inh,ZTA counter,EBNA-1 inh
Cc1ccc(N2CC(C(=O)OCC(=O)C(C)(C)C)CC2=O)cc1C (stereo not drawn),7,8,-2,87,-0.1,0.0,0,-12,-1
Cc1ccc(C(C#N)c2ccc(Cl)nn2)cc1 (stereo not drawn),-13,-8,-8,97,1.1,0.2,-2,-4,-16
CC(=O)c1ccc(OCCOc2ccc([N+](=O)[O-])cc2)cc1,3,-5,3,108,-1.5,0.0,-3,13,1
CC(C)(C)n1ncc2c(=O)n(Cc3c(Cl)cccc3Br)cnc21,-2,-2,3,105,.,-0.1,.,-10,.
CCCCCCN1C=CC(=C/C=C(\C#N)C(=O)OCC)C=C1,-261,-206,-133,100,21,-0.2,2,-15,0
NC(=O)Cn1c2[n+](c3ccccc31)CC(O)CS2 (stereo not drawn),2,3,1,103,0.4,-0.1,3,-29,0
O=C(CN1C(=O)NC2(CCCCC2)C1=O)NCCC1=CCCCC1,0,3,-1,92,-0.9,0.0,3,17,-8
CC(=O)Nc1ccc(OCC(=O)c2ccc(C)cc2C)cc1,-3,4,-3,95,2.7,0.0,-6,-5,6
COc1ccnc2c1c(=O)n(Cc1ccccc1Cl)c(=O)n2C,3,-5,-4,98,-0.7,0.1,1,15,-9
CCCCc1c(C(=O)O)cc(OC)cc1C(=O)O,1,-1,3,101,-0.4,0.0,-5,8,4
CCOC(=O)Cc1c(C)nc(-c2ccccc2)[nH]c1=O,-3,1,1,99,-0.2,-0.1,-1,0,9
Cc1cc(C(F)(F)F)nn1CCCNC(=O)c1cnccn1,0,0,0,100,-3.8,-0.3,5,0,2
CCOc1ccc(C(C)=O)cc1COC(=O)CCc1cc(OC)c(OC)c(OC)c1,6,-13,1,89,0.8,0.1,3,-10,-5
C#Cc1ccc([C@@H]2C=C(C(=O)O)O[C@H](OCc3ccc(CO)cc3)C2)cc1,-7,0,6,.,2.0,.,-2,12,-5
O=C(C[n+]1cccc(NC(=O)c2ccccc2)c1)c1cccc([N+](=O)[O-])c1,25,15,10,110,-0.6,-0.3,0,18,-2
CCOc1cccc(CN2CCCC(C(=O)c3cc(Cl)ccc3OC)C2)c1O (stereo not drawn),0,-4,7,103,4.4,-0.1,0,13,-13
c1nc(COc2nsnc2N2CCOCC2)cs1,-2,6,6,95,-0.5,-0.1,2,15,9
CCCOc1ccc(NC(=O)CCC(=O)NC(C)c2ccccc2)cc1 (stereo not drawn),-4,-6,5,96,0.0,0.4,3,13,16
CC(=O)C1=C(O)CC(C)(C)CC1=NCCc1nc2ccccc2[nH]1,6,7,10,94,-0.4,0.3,-3,-7,-1
CCOC(=O)/C(C#N)=C1/SC(C)C(=O)N1c1ccc(Br)cc1 (stereo not drawn),3,6,5,91,-0.2,0.0,5,-15,-16
COc1ccc(-c2nn(Cc3ccccc3)cc2C(=O)N2CCN(c3ccccn3)CC2)cc1OC,4,-5,-2,88,.,0.1,.,6,.
O=C(COc1ccc(Cl)cc1)Nc1ncccn1,7,9,3,142,-1.4,0.1,2,12,17
Cc1nc2ccccc2c(=O)n1NS(C)(=O)=O,-1,2,2,95,2.0,0.5,6,-6,-17
CC(C)c1ccc(NC(=O)CCN2C(=O)c3ccc([N+](=O)[O-])cc3C2=O)cc1,2,-6,7,97,-0.4,-0.4,-2,11,2
COCc1nnc(NC(=O)C2CC(=O)N(C3CCCC3)C2)s1 (stereo not drawn),-4,4,1,109,1.0,0.0,3,18,8
O=C(O)CSc1ccc(NC(=O)Nc2ccccc2F)cc1,-5,-1,6,115,0.0,0.1,7,10,6
Cc1ccc(OCCCC(=O)NC(C)c2ccccc2)c(C)c1 (stereo not drawn),-5,2,7,103,-2.6,0.1,4,-6,-2
CCc1nc2ccccc2c(C(=O)NCc2ccc(OC)cc2)c1C,1,7,3,83,-2.3,0.2,3,0,-5
O=C(Nc1cccc2cccnc12)c1cccc(N2C(=O)CCC2=O)c1,6,-5,2,98,-0.3,-0.1,1,-1,-5
CN1CCc2nc(SCc3ccc(Cl)cc3)c(C#N)c(-c3cccs3)c2C1,11,25,22,143,0.8,0.2,-1,-4,-11

Later entries:
mol,GLD-1 TGE inh,MCL1-BIM inh,BCLXL inh,CR mimetic SO,MEX-5 binding,Efflux pump inh,Fam108B inh,ZTA counter,EBNA-1 inh
C/C(=N\NC(=O)c1ccccn1)C12CC3CC(CC(C3)C1)C2,2,-3,0,95,-1.8,0.5,-4,-8,-8
CC(=O)c1cccc(NC(=O)c2ccc3c(c2)CCN3S(=O)(=O)c2ccccc2)c1,1,-4,0,101,0.6,0.3,-8,-7,-16
N#C/C(C(=O)N1CCOCC1)=c1/s/c(=C\c2ccccn2)c(=O)n1-c1ccccc1,33*,43*,43*,99,-6.9,-0.2,3,-13,-1
O=C(CCc1nnc2ccc(NCc3ccco3)nn12)Nc1ccc(F)cc1F,5,6,8,94,-1.9,0.0,-2,8,0
O=C(NC1CC2CCCC(C1)N2Cc1cccs1)N1CCOCC1 (stereo not drawn),1,6,6,88,-1.5,-0.2,1,-2,4
CC1(c2nnc(-c3ccncc3)o2)CC(c2ccc(F)cc2)=NO1 (stereo not drawn),5,13,5,92,-1.6,-0.3,-1,-5,1
C=CCNS(=O)(=O)c1ccc(C(=O)OCc2cc(=O)oc3cc(OC)ccc23)cc1,-2,0,3,114,1.4,0.2,-8,-2,-12
N#Cc1ccc(CN2CCN(C(=O)c3cc(Cl)c4c(c3)OCCO4)CC2)cc1,6,-6,-1,105,.,-0.2,.,9,.
CCOC(=O)CNC(=O)Nc1cccc(Cl)c1C,2,7,4,104,1.6,-0.2,1,-6,4
CCOC(=O)N/N=C\c1ccc(OC(=O)c2ccc3c(c2)OCO3)cc1,9,8,11,101,-3.1,0.6,-2,0,-4
O=S(=O)(c1cc(F)cc(F)c1)N1CCN(c2ncccn2)CC1,0,3,1,106,-1.0,0.1,2,-5,-6
CC(C)C[C@@H](CO)N1CCNCCC1=O,9,-2,0,119,0.0,0.1,1,5,-2
CC(C)CN(C(=O)CN1CCN(c2ccccc2O)CC1)c1c(N)n(CC(C)C)c(=O)[nH]c1=O,-4,-2,4,105,-2.0,0.1,9,-3,9
CC(=O)c1cc2c(cc1NS(=O)(=O)c1ccc(C)cc1)OCO2,3,5,0,112,0.0,-0.3,-1,-15,-2
COc1ccc(/C=N\NC(=O)c2ccccc2OC)cc1COc1c(F)c(F)c(F)c(F)c1F,5,-5,3,106,0.2,9.2*,-18,-7,-9
O=C(CN1C2CCC1CC(NC(=O)Nc1ccccc1)C2)NCc1ccco1 (stereo not drawn),-1,-1,6,104,-0.3,0.0,8,-12,-6
Cc1ccc(NNC(=O)Nc2ccc(Cl)cc2)nn1,1,4,-2,108,-0.6,-0.2,1,-5,-4
Cc1ccccc1NC(=S)N(CCN1CCCCC1)Cc1ccco1,-2,2,3,106,0.0,0.0,1,-9,-13
CC(C)C(C(=O)NCC1CCCO1)N(C(=O)CNS(=O)(=O)c1ccc(F)cc1)C1CCCCC1 (stereo not drawn),12,0,-1,102,-0.1,0.0,3,2,-4
COc1ccc(C(=O)NC(=S)Nc2cccc(Cl)c2N2CCOCC2)cc1[N+](=O)[O-],-1,8,2,98,1.0,-0.2,-9,-5,-1
COc1ccc(CCC(=O)Nc2cc3c4c(c2)CC(=O)N4CCC3)cc1,-2,-2,4,97,0.1,-0.2,-1,-8,6
C=CCNC(=O)COC(=O)COc1ccc(Cl)cc1,-11,-8,-4,96,3.1,0.0,3,7,-8
CC1CCCC(C)N1C(=O)COC(=O)c1cc([N+](=O)[O-])ccc1N1CCOCC1 (stereo not drawn),3,6,-1,93,-1.4,0.0,6,-9,7
CCCCCCN1C2=NCCN2c2ccccc21,2,0,3,131,-1.9,-0.3,0,-21,-2
CN1N=C(C(=O)N2CCc3c([nH]c4ccccc34)C2c2ccccc2Cl)CCC1=O (stereo not drawn),-3,-4,-4,113,-0.3,0.5,-6,7,-10
Cc1n[nH]c(C)c1Cc1c(F)cccc1Cl,-3,-3,0,101,-0.8,-0.1,-2,8,3
COc1ccc(C(=O)NC2CCSC2=O)cc1 (stereo not drawn),6,3,3,82,0.0,-0.1,1,6,12
Cc1cc[n+](CC(=O)Nc2ccccc2)cc1,12,-5,0,100,-0.1,0.2,1,-8,-7
CCOc1cc(/C=C2/C(=N)N3N=C(C)SC3=NC2=O)ccc1OS(=O)(=O)c1ccc(C)cc1,6,6,9,96,-0.2,0.0,1,-1,0
CC(C)=CCN1CCN(CCCc2ccccc2)CC1CCO (stereo not drawn),8,4,8,86,-1.7,0.0,0,-7,-4

The listing continues.
mol,GLD-1 TGE inh,MCL1-BIM inh,BCLXL inh,CR mimetic SO,MEX-5 binding,Efflux pump inh,Fam108B inh,ZTA counter,EBNA-1 inh
Cc1cc(C)c2nc(N3CCCC(C(=O)NCCN4CCOCC4)C3)sc2c1 (stereo not drawn),9,6,3,92,0.1,-0.1,-2,-9,5
Cc1ccc(NC(=O)CSc2nnc(CNC(=O)c3ccco3)o2)cc1Cl,5,8,4,111,0.1,-0.1,1,-4,-11
CCOC(=O)c1ccc(-c2c(-c3ccc(OC)cc3)oc(=O)c3cc(OC)c(OC)cc23)cc1F,0,2,2,101,.,0.1,.,-10,.
Cc1ccc(C)c(OCC(=O)Nc2ccccc2C(=O)N2CCOCC2)c1,3,0,7,92,-2.5,-1.3,1,-5,4
